IMPase cell inh – qHTS Assay for Identifying the Cell-Membrane Permeable IMPase Inhibitors | Inositol monophosphatase 1 (Rattus norvegicus), P97697 | CHO-M1 cells, IP1 accumulation, HTRF TR-FRET ratio | inhibition (IP1 accumulation), % at 46.1 µM | 120,000 tested, under 10 active; active = well fitted curve in the direction sought with a large enough effect in the signal ratio, not every such curve was filed as active; inconclusive = small, poorly fitted or top-dose-only effect, or a change in a side signal; inactive = no such curve, though single readings can be large or run the other way; the % refers to the signal ratio;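 note: cells stimulated with carbachol in lithium chloride buffer; plate controls were DMSO basal wells for no effect and reference inhibitor wells for full effect; higher means more IMPase inhibition seen as more IP1 and lower FRET ratio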
Target sequence (P97697 whole entry, looked up): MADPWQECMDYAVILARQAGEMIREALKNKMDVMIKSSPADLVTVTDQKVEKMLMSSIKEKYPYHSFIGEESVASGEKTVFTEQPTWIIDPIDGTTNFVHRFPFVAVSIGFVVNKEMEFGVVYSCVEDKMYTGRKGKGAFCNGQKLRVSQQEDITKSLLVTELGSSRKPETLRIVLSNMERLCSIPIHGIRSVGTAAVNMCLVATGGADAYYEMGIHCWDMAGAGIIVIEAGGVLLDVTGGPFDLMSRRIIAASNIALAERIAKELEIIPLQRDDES
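Cellular IMPase inhibition is scored as a rise in cytosolic IP1, detected by competitive TR-FRET between d2-labelled IP1 and a europium anti-IP1 antibody. M1-expressing CHO cells were stimulated with carbachol for 30 min at 37C, with lithium (50 mM LiCl) present in the buffer.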
PNC inhibitor – High Content Assay for Compounds that inhibit the Assembly of the Perinucleolar Compartment; PC3M PTB-GFP, PNC prevalence imaging, 16 h; active compounds read low; activity change (PNC), negative = inhibition, % at 10 µM; actives 3.1% (n = 140,000); AID 2417, 2010;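 active = readout at or below -70, meaning at least 70% loss of cells showing the perinucleolar compartment, a nuclear body marking cancer cells; inconclusive = readout between -30 and a set limit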;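 note: plate controls were DMSO wells for no effect and camptothecin positive control wells for full effect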
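Read-out is percentage of cells bearing a perinucleolar compartment, from automated 20x imaging of fixed, Hoechst-stained PC3M PTB-GFP cells. Cells were seeded 4 h, then exposed 16 h to compound (23 nl of library stock) in duplicate plates.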
ALOX12 inhib – qHTS Assay for Inhibitors of 12-hLO (12-human lipoxygenase). actives 0.12% (n = 150,000). purified 12-hLO, xylenol orange hydroperoxide absorbance. Polyunsaturated fatty acid lipoxygenase ALOX12 (Homo sapiens), P18054. Potency, µM (doses to about 57.1 µM), without a hit: at the top dose activity change, negative = inhibition, most hits filed as inhibitors; note: potency is the fitted concentration of half-maximal effect; nearly all actives have a fitted effect of over 55% in size; many of its hits are not listed in these tables
Target sequence (P18054 whole entry, looked up): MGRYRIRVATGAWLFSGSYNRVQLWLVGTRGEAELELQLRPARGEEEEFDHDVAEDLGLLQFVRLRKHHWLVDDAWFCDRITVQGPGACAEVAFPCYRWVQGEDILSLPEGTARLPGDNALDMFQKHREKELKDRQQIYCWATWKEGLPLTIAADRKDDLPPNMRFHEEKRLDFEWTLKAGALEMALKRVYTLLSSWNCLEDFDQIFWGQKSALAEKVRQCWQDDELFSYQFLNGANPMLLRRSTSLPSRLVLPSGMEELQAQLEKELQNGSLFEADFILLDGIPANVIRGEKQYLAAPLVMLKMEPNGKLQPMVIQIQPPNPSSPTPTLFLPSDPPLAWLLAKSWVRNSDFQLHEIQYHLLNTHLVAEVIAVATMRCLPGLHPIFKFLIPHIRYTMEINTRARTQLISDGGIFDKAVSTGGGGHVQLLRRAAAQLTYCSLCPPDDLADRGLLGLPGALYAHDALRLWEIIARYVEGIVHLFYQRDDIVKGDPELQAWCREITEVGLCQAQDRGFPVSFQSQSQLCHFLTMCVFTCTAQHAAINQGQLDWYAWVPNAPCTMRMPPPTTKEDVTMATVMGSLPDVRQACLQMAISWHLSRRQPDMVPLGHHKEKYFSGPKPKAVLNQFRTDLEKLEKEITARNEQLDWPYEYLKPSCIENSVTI
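Hydroperoxide formation by human 12-lipoxygenase from 40 uM arachidonic acid was followed colorimetrically via ferric-xylenol orange complex, using the 573/405 nm absorbance ratio. Enzyme concentration was 150 nM, with 30 min reaction at room temperature.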
ALOX15B inhib – qHTS Assay for Inhibitors of 15-hLO-2 (15-human lipoxygenase 2); Potency, µM (doses to about 57.1 µM), inactives show at the top dose activity change, negative = inhibition, hits mostly inhibitors; actives 0.56% (n = 110,000); Polyunsaturated fatty acid lipoxygenase ALOX15B (Homo sapiens), O15296; purified 15hLO-2, xylenol orange hydroperoxide absorbance; AID 881, 2007; note: potency is the fitted concentration of half-maximal effect; nearly all actives have a fitted effect of over 60% in size; many of its hits are not listed in these tables
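Read-out: hydroperoxide product oxidises ferrous iron, measured as xylenol orange complex via the 573-to-405 nm absorbance ratio after 30 min. Reaction: 50 nM enzyme, 15 min compound preincubation, 45 uM arachidonic acid, 90 min RT, Hepes pH 7.5 with Triton X-100.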
* = called active by the depositor; ? = inconclusive; nt = not tested or not shown; [ ] = another dose, or the depositor's remark. Unless noted, calls come from the whole dose curve; as a rule, active = well fitted curve in the direction sought with a large enough effect; inconclusive = small, poorly fitted or top-dose-only effect, or another doubt; inactive = no such curve, though single readings can be large; an effect the other way counts as inactive or inconclusive. Unless noted, % is set by controls: 0 for no effect and ±100 for the full control effect. A portion of the library, so the mix of outcomes need not match the whole.

Structure	IMPase cell inh	PNC inhibitor	ALOX12 inhib	ALOX15B inhib
CC(NC(=O)COC(=O)[C@@H]1CCCN1S(=O)(=O)c1ccccc1F)C12CC3CC(CC(C3)C1)C2 (stereo partly specified)	nt	44	-2%	nt
N#Cc1cccc(NC(=O)CSc2ccc3c4c(cccc24)C(=O)c2ccccc2-3)c1	-21	?	-2%	13µM*
CCN(CC)c1nc2cc(OC)ccc2cc1C#N	-6	42	-2%	-2%
Cc1ccc(-n2cnc(=O)c3cccnc32)cc1	0	70	8%	0%
CCOC(=O)c1c(NC(=S)Nc2ccccc2C)sc2c1CCC2	3	?	2%	nt
CN(c1ccccc1)S(=O)(=O)c1cccc(NC(=O)CSc2nncn2C)c1	nt	53	0%	nt
Cc1cccc(C)c1NC(=O)C1(NC(=O)C2CCC(=O)N2)CCCCC1 (stereo unspecified)	nt	?	1%	nt
O=C(O)CN1C(=O)C2C3CC(C2C1=O)C1C(c2ccccc2)c2sc(=O)[nH]c2SC31 (stereo unspecified)	nt	-3	-2%	nt
O=C(CCCOc1ccc(Cl)cc1Cl)N1CCc2ccccc2C1	10	-19	-25%	nt
Cc1ccnc2nc(C(=O)Nc3cc(Cl)ccc3N3CCOCC3)nn12	6	146	0%	7%
O=C(NC1CCCCC1)N1CCc2ccccc21	21	8	0%	-6%
CCOc1ccccc1Nc1ccc(N)cc1S(=O)(=O)O	nt	nt	5%[11.4 µM]	-9%[11.4 µM]
O=C(Nc1ccc(S(=O)(=O)N2CCCC2)cc1)c1ccc(CN2CCc3ccccc3C2)cc1	-1	-5	-2%	nt
Oc1c(-c2cc(-c3ccco3)[nH]n2)ccc2ccccc12	5	?	-6%	-17%
O=C(Nc1ccccc1)N[C@H]1C[C@H](C(=O)O)Nc2cc(Cl)cc(Cl)c21	7	nt	-3%	14%
O=C1CCCCCN1CP(=O)(O)CN1CCOCC1	-8	17	-3%	-4%
CCCN(Cc1cc2cc(C)ccc2[nH]c1=O)S(C)(=O)=O	4	-19	-2%	5%
Clc1ccccc1OCc1nnc(-c2ccccc2Br)o1	5	-10	-4%	-5%
CCOc1ccc(C(=O)N(CN2CCCC2=O)c2ccccc2)cc1	2	11	-1%	-1%
O=[N+]([O-])c1ccc2nc(-c3ccc(Cl)cc3)n(OCc3ccccc3)c2c1	3	18	-3%	-1%
CC(=O)N(CC(=O)O)c1ccccc1C(=O)O	7	-1	2%	-4%
NNC(=O)CNC(c1ccccc1)c1cc(Br)ccc1NC(=O)c1cccc(Cl)c1 (stereo unspecified)	nt	?	1%	nt
COC(=O)[C@H](Cc1ccccc1)NC(=O)NCc1ccc(S(N)(=O)=O)cc1	10	-29	-2%	-6%
CC1(C)Oc2ccc3ccc(=O)oc3c2/C(=C/N)C1=O	9	-18	-2%	-11%
Nc1[nH]nc2c1NN(c1ccc(Cl)cc1Cl)N2	nt	-14	-2%	nt
Cc1nn(Cc2ccccc2Cl)c(C)c1NC(=O)CSc1n[nH]c(C)c1[N+](=O)[O-]	nt	-10	0%	nt
N#Cc1cc2sc3nnc(-c4ccncc4)n3c2cc1C#N	3	18	1%	-7%
COc1ccc(C(=O)Nc2ccc(S(=O)(=O)N3CCOCC3)cc2)cc1OC	-5	21	2%	0%
CCOC(=O)c1c(NC(=O)CSc2nnc(-c3ccncc3)n2Cc2ccco2)sc(C)c1C	6	?	-3%	8%
CCOC(=O)/C(=C/C=C/c1ccccc1)NC(=O)c1ccccc1	nt	-9	1%	nt
Cc1c(NC(=O)c2ccc(F)c(S(=O)(=O)N3CCOCC3)c2)c(=O)n(-c2ccccc2)n1C	3	-7	-2%	-3%
CCc1nc(SCC(=O)c2ccc(C)c(C)c2)n[nH]1	-4	18	-7%	-12%
C/C(=N\Nc1ncc(Cl)cc1Cl)c1ccc(S(=O)(=O)NCc2ccco2)cc1	nt	6	-7%	nt
C/C=C/C(=O)OCC(=O)Nc1cc(-c2cc(C)c(C)cc2C)nn1-c1ccccc1	14	?	1%	nt
CC(C)(C)NC(=O)CSc1nc2scc(-c3ccccc3)c2c(=O)[nH]1	nt	-3	0%	nt
O=C1O/C(=C/c2ccccc2)N=C1c1ccccc1	nt	-15	-2%	nt
O=C(NCc1ccccc1Cl)C1CCCN(S(=O)(=O)c2cccc3nsnc23)C1 (stereo unspecified)	-5	?	-3%	-2%
CCCCCCc1cc2cc(-c3nnc(-c4ccccc4O)o3)c(=O)oc2cc1O	-4	15	-16%	25µM*
CCc1ccc(OCCNC(=O)c2cccs2)cc1	4	-15	6%	0%
Cc1cc(CN2C(=O)c3ccccc3C2=O)cc(N2CCOCC2)c1	4	17	-7%	-7%
CCOC(=O)CSC1=N/C(=C\c2ccc(OC)c(OC)c2)C(=O)N1C	nt	28	4%	nt
C=CCn1c(COc2ccccc2F)nnc1SCC(=O)NC(=O)NCc1ccco1	1	-20	5%	2%
Cc1nn(Cc2ccccc2)c(C)c1C(=O)NCCN1C(=O)S/C(=C\c2ccccc2)C1=O	0	-29	2%	nt
C=CCNC(=O)C1CCN(S(=O)(=O)CC)CC1	6	23	-2%	3%
CC[N+](CC)(CC)C/C=C/CN1CCCCC1	nt	-25	2%	nt
O=C(CSc1ncn[nH]1)NC1CC2CCC1C2 (stereo unspecified)	-5	32	-1%	2%
C/C(=N/NC(=O)c1cccs1)c1c(C)[nH]n(-c2nc3ccccc3s2)c1=O	nt	36	18%	nt
Cc1c(N=Cc2cccnc2)c(=O)n(-c2ccccc2)n1C	7	3	-2%	nt
CCCOc1ccc(N2C(=O)CC(N(Cc3ccc(OC)cc3)C(=S)Nc3ccccc3)C2=O)cc1 (stereo unspecified)	-3	-14	1%	nt
CNc1nc2c(c(=O)n(C)c(=O)n2C)n1Cc1ccccc1	7	4	4%	-1%

(further entries)
Structure	IMPase cell inh	PNC inhibitor	ALOX12 inhib	ALOX15B inhib
O=C(COc1ccccc1O)Nc1ccc(Cl)cc1	5	15	-1%	nt
OC(COc1ccc2cc(Br)ccc2c1)CN1CCCC1 (stereo unspecified)	-4	8	5%	40%[activator]
COc1ccc(C(=O)OCC(=O)Nc2ccc(F)cc2F)cc1OC	-2	37	0%	14%
CCOC(=O)CCC(=O)N1CCNC(=O)C1	?	-2	5%	4%
C=CCn1c(SCC(=O)Nc2cc(NC(C)=O)ccc2OC)nnc1-c1ccccn1	?	41	-4%	0%
O=C(Nc1ccc2c(c1)OCO2)c1cc2n(n1)C(C(F)(F)F)CC(c1ccccc1)N2 (stereo unspecified)	12	53	-5%	-4%
CCCCNC(=O)c1cccc2c(=O)c(C)c(-c3ccccc3)oc12	-5	-26	2%	nt
CC(Sc1nnc(-c2ccccc2)c(-c2ccccc2)n1)C(=O)Nc1ncc(Cl)cc1Cl (stereo unspecified)	-1	-8	2%	nt
CCn1cc(C2=NOC(C(=O)Nc3cc(C)nn3-c3ccccc3)C2)c(C)n1 (stereo unspecified)	-6	-29	2%	7%[2.29 µM]
COc1ccc(NC(=O)C2CCCN(S(=O)(=O)c3cnc[nH]3)C2)cc1 (stereo unspecified)	2	11	-1%	-3%
COc1ccc(/C=N/n2c(=O)[nH]c3c([nH]c4ccc(C)cc43)c2=O)cc1CN1CCOCC1	-2	?	-25%	7%
COc1ccc(CC(=O)Nc2ccc(S(=O)(=O)NC(C)C)cc2)cc1	10	-8	3%	-1%
COc1cc(CCC(=O)Nc2ccc(C)c(S(=O)(=O)N(C)C)c2)cc(OC)c1OC	nt	23	-2%	nt
O=C(/C=C/c1ccccc1[N+](=O)[O-])NCc1cccnc1	-2	-14	-6%	nt
CN1OC(COC(=O)c2ccc(Cl)cc2Cl)CC1c1ccccc1 (stereo unspecified)	-3	92	-9%	23%
CN(Cc1ccccc1)c1nc2c(c(=O)[nH]c(=O)n2C)n1Cc1ccccc1	12	-17	-2%	-18%
Cc1cc2c(cc1C)-c1nnnn1C(C)(C)C2	4	12	1%	14%[2.29 µM]
COC(=O)CNC(=O)CCCCC(=O)NCC(=O)OC	2	-6	-5%	-4%
CCOc1ccc2c(O)csc2c1	7	1	-8%	-2%[2.29 µM]
C=CCOC(=O)Nc1c(C(=O)OC)[nH]c2ccc(Cl)cc12	3	-11	-7%	25%
Cc1[nH]nc(-c2ccc(O)c(C)c2O)c1Oc1ccccc1	2	-16	-26%	-12%
Cc1cc(OCCSc2nnc(-c3cccs3)n2C)ccc1Cl	-2	35	-11%	1%
CC1(C)CC(=O)c2cc(OCC(=O)NCCCN3CCN(c4ccccc4F)CC3)ccc2O1	2	1	-1%	16%
Cc1ccc(-c2cc(N)n[nH]2)cc1	-1	2	-8%	27%
COc1ccc(OC)c(N2C(=O)CC(Cc3ccc(C)cc3)C2=O)c1 (stereo unspecified)	13	7	-8%	nt
CCN1C(=O)/C(=C\N(C)C)NC1=S	nt	10	0%	nt
CS(=O)(=O)N1CCC2(CCN(Cc3ccncc3)CC2)CC1	nt	nt	3%	1%
Nc1nc(NC(=O)c2cccnc2)nn1-c1ccccc1	11	46	-5%	1%
CC(C)NC(=O)c1ccccc1NC(=O)CCS(=O)(=O)Cc1ccccc1	18	-19	-1%	-2%
CCOc1cc(CN2CCOCC2)cc(C(C)=O)c1	6	134	3%	14%

3 of these compounds in a different format:
Order of results: IMPase cell inh, PNC inhibitor, ALOX12 inhib, ALOX15B inhib
- COc1ccc(OC)c(N2C(=O)CC(Cc3ccc(C)cc3)C2=O)c1 (stereo unspecified)
 : 13, 7, -8%, nt
- CCN1C(=O)/C(=C\N(C)C)NC1=S
 : nt, 10, 0%, nt
- CS(=O)(=O)N1CCC2(CCN(Cc3ccncc3)CC2)CC1
 : nt, nt, 3%, 1%

(more compounds)
Structure	IMPase cell inh	PNC inhibitor	ALOX12 inhib	ALOX15B inhib
COc1ccc(N(CC(=O)N/N=C/c2ccc(OC3CSC3)cc2)S(=O)(=O)c2ccccc2)cc1	-20	10	2%	nt
CC(C)(C)n1nc2c(c1NC(=O)c1ccc(Br)o1)CS(=O)C2 (stereo unspecified)	-2	50	3%	-10%
COc1ccc2[nH]c(=O)c(COC(=O)c3ccco3)cc2c1	?	?	1%	1%
O=C(Nc1ncc(Cc2ccc(SC(F)F)cc2)s1)c1ccc(OC(F)F)cc1	nt	-86*	2%	nt
COc1cc(C(=O)N2CCN(C(=O)CC(C)C)CC2)cc(OC)c1OC	4	38	5%	1%
C=CCn1c(SCC(=O)Nc2cc(C)on2)nc2sc3c(c2c1=O)CCCC3	2	31	0%	-26%
Cc1ccc(Nc2nc(N)nc(CN3CCN(Cc4ccc5c(c4)OCO5)CC3)n2)cc1Cl	-8	-13	-3%	48%[activator]

Pulled by structure from above:
Structure	IMPase cell inh	PNC inhibitor	ALOX12 inhib	ALOX15B inhib
O=C(Nc1ncc(Cc2ccc(SC(F)F)cc2)s1)c1ccc(OC(F)F)cc1	nt	-86*	2%	nt
Cc1ccc(Nc2nc(N)nc(CN3CCN(Cc4ccc5c(c4)OCO5)CC3)n2)cc1Cl	-8	-13	-3%	48%[activator]
C=CCn1c(SCC(=O)Nc2cc(C)on2)nc2sc3c(c2c1=O)CCCC3	2	31	0%	-26%

Compound activity deposited in PubChem by National Center for Advancing Translational Sciences (NCATS).
